MRP1 act: H69AR viability gain despite doxorubicin, primary screen, MRP-1 activator project, H69AR cells, CellTiter-Glo; viability rescue; viability increase, % at 10 µM; 140,000 compounds, 0.61% hits; AID 799, 2007;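 active = viability gain under doxorubicin at or above a set limit, the compound median plus 3 SD, cut at about 4.7% in these data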;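 also: MRP-1 overexpressing cells given doxorubicin 25 µM after compound pretreatment; 18-22 h compound pretreatment then 72 h with doxorubicin before readout; 0% = doxorubicin-only wells and 100% = vehicle-treated cells without doxorubicin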
E-sel TNF inh: E-selectin induction blockers in HUVEC – imaging, immunofluorescence, high content, primary screen; HUVEC TNFa-induced E-selectin immunofluorescence; inhibition, % at 2 µM; 120,000 compounds, 0.71% hits;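 active = inhibition above the batch mean plus 3 SD, and confirmed as a hit on visual image review, cut at about 43% in these data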;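 also: 0% = TNF-stimulated DMSO wells and 100% = unstimulated control wells; not every result past the cut was called active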
BB579 growth dn: growth inhibitors of yeast BB579 in restrictive medium, primary screen, yeast lifespan-shortening project, S. cerevisiae | AID 804, 2007 | inhibition, % at 10 µM | 140,000 compounds, 0.51% hits | OD615, 48 h;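 active = inhibition above a set limit, 3 SD over the mean compound inhibition, cut at about 44% in these data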; also: inactives centre near -24
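Detection: OD615 turbidity measurement; Material: Saccharomyces cerevisiae DeaD strain BB579, replicative lifespan model yeast; Timing: 48 h exposure, 30 °C; Doses: single 10 µM dose; Medium: CSMM-D restrictive synthetic medium containing dextrose (glucose); Controls: amphotericin B at 10 µg/mL as positive control.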
Measles CPE: compounds protecting cells from measles virus cytopathic effect, primary screen, measles RdRp inhibitor project, single point, MLSMR library, absorbance; Measles virus-infected cells, CPE protection; protection (pct of control), % at 4 µM; 140,000 compounds, 1.5% hits; AID 841, 2007; in the data active = protection mostly above about 24%, no sharp cut-off; inactive = mostly below about 26%; also: some compounds called inactive have numbers as strong as hits
NPY-Y2 antag: NPY-Y2 receptor antagonists, primary screen, cell-based. Neuropeptide Y receptor type 2 (Homo sapiens), P49146. 140,000 compounds, 0.99% hits. NPY-Y2 expressing cells, antagonist mode. inhibition, % at 2.7 µM; in the data active = inhibition above about 17%;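 also: 0% = vehicle with agonist challenge and 100% = reference antagonist with challenge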
Target sequence (P49146 whole entry, looked up): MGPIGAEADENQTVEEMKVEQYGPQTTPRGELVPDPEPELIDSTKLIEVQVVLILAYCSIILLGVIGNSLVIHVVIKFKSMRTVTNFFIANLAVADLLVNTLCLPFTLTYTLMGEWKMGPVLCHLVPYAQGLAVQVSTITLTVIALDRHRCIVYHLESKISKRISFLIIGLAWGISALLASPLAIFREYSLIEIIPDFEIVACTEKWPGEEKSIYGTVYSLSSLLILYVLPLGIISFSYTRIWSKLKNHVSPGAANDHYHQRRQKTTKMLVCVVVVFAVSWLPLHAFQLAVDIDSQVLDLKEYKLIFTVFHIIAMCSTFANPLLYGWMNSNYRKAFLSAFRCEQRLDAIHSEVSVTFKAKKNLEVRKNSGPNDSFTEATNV
Phagocyt inh: inhibitors of macrophage phagocytosis, primary screen, imaging, J774A.1 cells, IgG beads; J774A.1 macrophage IgG-bead phagocytosis; 110,000 compounds, 0.07% hits; inhibition, % at 5 µM;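 active = inhibition above the mean of the plate negative controls plus 5 SD, cut at about 13% in these data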;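 also: phagocytic index as fraction of beads internalized from green versus red external bead signal; plate controls were DMSO negative control for no effect and cytochalasin-D positive control for full effect; some results beyond the cut were filed as inactive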
HCT116 PTEN-null: growth suppression of PTEN-null HCT116, primary screen, cell-based, CellTiter-Glo | HCT116 PTEN-null viability, 60 h; hits give low values | viability, % at 10 µM | 140,000 compounds, 1.2% hits;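 active = viability at or below a set limit, 4 SD under the median of all tested compounds, cut at about 3.7% in these data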;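 also: PTEN knockout HCT116 line with beta catenin targeted HCT116 as companion control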
GALR2 antag: GALR2 antagonists in receptor-expressing cells, primary screen; Galanin receptor type 2 (Homo sapiens), O43603; antagonist mode; inhibition, % at 4 µM; 140,000 compounds, 0.39% hits; AID 828, 2007; in the data active = inhibition above about 27%;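 also: cells stimulated with galanin 1-16 at roughly its EC80; 0% = agonist challenge control and 100% = basal control without agonist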
Target sequence (O43603 whole entry, looked up): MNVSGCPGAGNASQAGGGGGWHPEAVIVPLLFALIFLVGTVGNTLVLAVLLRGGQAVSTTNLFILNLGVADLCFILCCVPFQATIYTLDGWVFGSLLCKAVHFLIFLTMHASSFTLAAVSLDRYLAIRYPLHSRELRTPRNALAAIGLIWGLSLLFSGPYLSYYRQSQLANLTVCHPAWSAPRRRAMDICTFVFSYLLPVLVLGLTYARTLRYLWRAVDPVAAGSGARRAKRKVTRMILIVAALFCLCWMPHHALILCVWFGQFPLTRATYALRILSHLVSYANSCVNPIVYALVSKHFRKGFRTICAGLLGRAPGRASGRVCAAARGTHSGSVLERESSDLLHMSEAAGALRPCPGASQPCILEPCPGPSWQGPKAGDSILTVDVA
Yeast lifespan up: compounds extending yeast replicative lifespan, primary screen, S. cerevisiae, OD615; S. cerevisiae growth with nicotinamide; deaD strain in restrictive glucose medium; inhibition of the nicotinamide effect, % at 10 µM; 130,000 compounds, 0.68% hits; AID 775, 2007;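 active = inhibition above a set limit, placed 3 SD over the median of all compounds, cut at about 26% in these data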;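 also: 0% = nicotinamide-treated wells and 100% = cells grown without nicotinamide; some compounds called inactive have numbers as strong as hits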
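Buffer or medium: CSMM-D glucose medium, restrictive; test system: modified budding yeast, DeaD strain; compound: single dose 10 µM compound, 0.25% DMSO; schedule: culture preincubation 4 h, compound exposure 48 h, both 30 °C; detection: optical density (absorbance) at 615 nm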
bCat KO growth: primary screen for growth suppressors in beta-catenin knockout HCT116 cells (colon tumor, human) | HCT116 beta-catenin knockout viability, CellTiter-Glo, 60 h; hits give low values | viability, % at 10 µM | 140,000 compounds, 1.5% hits;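 active = viability at or under a set limit, the compound median less 4 SD, cut at about 6% in these data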;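 also: 0% = Hyamine 1622 control at 20 µM and 100% = untreated cell control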
Starred values were filed as active, the others as inactive; . = no result given; & = joins results of further samples.

Results follow in this order: MRP1 act	E-sel TNF inh	BB579 growth dn	Measles CPE	NPY-Y2 antag	Phagocyt inh	HCT116 PTEN-null	GALR2 antag	Yeast lifespan up	bCat KO growth
- Cc1cccc(-n2c(SCC(N)=O)nc3c(c2=O)C2(CCCC2)Cc2ccccc2-3)c1
  -3.3	.	-15	9	-7	-8	88	2	7	93
- CC(C)C(=O)Nc1nnc(CSCc2ccccc2F)s1
  -0.7	7	5	15	3	-1	103	-17	-4	100
- O=C(CS(=O)(=O)c1c[nH]c2ccccc12)Nc1ccc2c(c1)OCCO2
  -3.2	-16	-41	26	1	-1	92	15	-18	94
- CC1=C(C#N)c2nc(N)c(C#N)c(C)c2/C1=C\c1ccc(C)cc1
  -5.1	-11	-18	-2	-2	.	1.9*	7	31	3.2*
- O=C(c1cc2nc(-c3ccc(F)cc3)cc(C(F)(F)F)n2n1)N1CCOCC1
  -0.3	30	-69	14	3	0	108	-2	0	107
- O=C(CN1CCCc2ccccc21)N/N=C/c1c(O)ccc2ccccc12
  -0.7	.	-4	12	-2	-19	9	9	1	8
- O=C1C(Cc2cccc([N+](=O)[O-])c2)SC(=Nc2ccccc2)N1c1ccccc1 (configuration not stated)
  6.4*	.	-25	.	0	-7	70	6	2	76
- O=C(NCc1ccccn1)C(F)(F)C(F)(F)C(=O)NCc1ccccn1
  -3.6	-23	-33	7	1	0	88	1	-16	79
- Cc1cc(Cl)ccc1N1C(=O)CC(NNC(=O)c2cccnc2)C1=O (configuration not stated)
  1.2	.	-47	4	0	.	97	12	-1	89
- COc1cccc(C2=NOC(C(=O)N3CCN(c4ccccc4)CC3)C2)c1OC (configuration not stated)
  -2.7	.	-24	2	6	.	79	7	-1	68
- CC(C)(C)OC(=O)NCCc1nnc(SCc2ccccc2Cl)o1
  -1.7	9	-17	9	5	-1	79	-10	-3	88
- Cc1ccccc1OCC(=O)Nn1c(COc2ccccc2)nc2ccccc2c1=O
  -0.3	8	-71	1	11	0	103	2	-6	103
- COc1ccc(C2=NN(C)C(=NCc3ccccc3)SC2)cc1
  3.0	-24	-39	13	3	4	71	9	-19	77
- COc1ccc(C2C(C#N)=C(N)N(c3sc4c(c3C#N)CCCC4)C3=C2C(=O)CC(C)(C)C3)cc1 (configuration not stated)
  -2.3	43	5	27	-1	-2	60	4	-16	62
- O=C(c1cc([N+](=O)[O-])cc([N+](=O)[O-])c1)N(c1ccccn1)c1ccccn1
  -2.8	-16	-7	11	2	-9	85	4	3	92
- CCOC(=O)NC1(NC(C)C)Oc2ccccc2O1
  -5.5	8	-50	5	1	1	96	-14	5	85
- O=C(Oc1c(Br)cc(C(=S)N2CCOCC2)cc1Br)c1ccc(Cl)cc1
  -3.9	-10	-50	8	9	2	60	-15	3	55
- CCOC(=O)c1cnc2cc(Cl)c(OC)cc2c1NCC1CCCO1 (configuration not stated)
  -4.4	.	-54	2	5	2	82	6	-13	84
- O=C(COc1ccccc1)Nc1ccc(OC(F)(F)C(F)F)c(NC(=O)COc2ccccc2)c1
  -2.2	.	-42	3	34*	-1	70&54	0	-3	64
- FC(F)(F)c1cc(C(F)(F)F)c2ccc(Oc3ccccc3)nc2n1
  -2.9	15	-53	43*	2	.	88	-2	-18	95
- CCCCn1c(CCNC(=O)CCC)nc2ccccc21
  -1.4	13	-1	14	1	-2	100	0	-5	98
- Cc1cc(C)c(/C=N/NC(N)=O)c(C)c1/C=N/NC(N)=O
  -2.8	-29	-28	21	2	0	92	-1	-15	91
- Cc1cc(C)c2[nH]c(=O)c(=O)[nH]c2c1
  -1.2	2	-42	25	1	.	93	6	-2	98
- Cc1ccc(S(=O)(=O)N/N=C/c2cccc(OC3CSC3)c2)cc1
  -1.6	.	-49	6	2	-11	73	4	-1	82
- COc1ccc(NS(=O)(=O)c2cc(NC(=O)CNC(=O)c3ccc(C)s3)ccc2Cl)cc1
  14*	-32	-18	12	1	1	86	15	5	84
- CCOc1ccc(/C=N/NC(=O)CC(=O)Nc2ccc(Cl)c(Cl)c2)cc1
  -1.0	-1	-12	26	1	.	95	-5	-4	101
- CC(=O)Nc1ccc(S(=O)(=O)N(Cc2ccco2)CC2CCCO2)cc1 (configuration not stated)
  -1.1	.	-26	21	5	1	95	8	-7	105
- CC(=O)Nc1ccc(S(=O)(=O)Nc2nc3c(s2)CCCC3)cc1
  -0.4	-4	-40	20	1	.	101	2	-13	99
- COc1cc(/C=C/C2=NC(=O)C(C)(C)O2)ccc1O
  -1.3	.	-33	2	0	-1	67	13	-12	70
- Cc1nonc1C(=O)N/N=C/c1cccc(O)c1
  -0.6	.	-15	26	1	-9	98	-10	-4	98
- Cc1ccc(Cn2ccc(NC(=O)c3cc(CC(C)C)on3)n2)cc1
  2.6	26	-62	11	10	0	87	5	-5	83
- Cn1c(SCC(=O)N2CCCC2)nc2ccccc2c1=O
  -0.8	14	17	9	1	-5	102	10	-13	108
- CCNc1nc(NC(C)C)nc(Oc2ccc(OCc3ccccc3)nn2)n1
  -3.7	20	-37	14	0	.	85	-5	.	74
- O=C(CS(=O)(=O)Cc1ccccc1)Nc1ccccn1
  -2.5	1	-28	20	6	.	98	-14	2	98
- Cc1ccc(NS(=O)(=O)c2ccc(NC(=O)CN(c3cc([N+](=O)[O-])ccc3C)S(C)(=O)=O)cc2)c(C)c1
  -4.5	0	-55	25	-4	-6	41	0	3	41
- COc1cc(C=O)ccc1OS(=O)(=O)c1ccccc1[N+](=O)[O-]
  -4.4	.	-20	2	-2	-6	77	1	0	82
- CC(C)Sc1cc(N2CCCC2)nc(-c2ccccc2)n1
  1.1	-19	-63	.	0	0	97	-23	-17	92
- CC(C)(C)c1ccc(C(=O)NNc2cc(N3CCCCC3)nc(N3CCCCC3)n2)cc1
  -1.9	.	-68	1	-1	0	52	-12	-2	61
- Cn1c(SC(C(=O)Nc2ccc(F)cc2)c2ccccc2)nc2ccccc21 (configuration not stated)
  -2.5	-12	-12	20	4	19	59	-16	3	66
- COC(=O)/C=C/C(=O)Nc1ccc(O)c(Cl)c1
  -4.0	-4	-55	5	0	-1	70	5	2	61
- COc1ccc(C)cc1NC(=O)CCC(=O)Nc1nnc(C(F)(F)F)s1
  1.2	14	-43	12	2	.	93	15	-8	93
- CCCC1C2C(=O)N(c3ccc(OC)cc3)C(=O)C2ON1c1ccccc1 (configuration not stated)
  0.1	-22	-38	6	1	-1	102	7	-6	89
- Cc1ccc(NC(=O)Cn2c(=O)n(CCCC(=O)NCc3ccco3)c(=O)c3ccccc32)cc1
  -2.8	8	-20	12	2	0	93	-2	-16	82
- Cn1c(SCC(=O)N2CCCc3ccccc32)nc2cccnc21
  0.1	23	-44	9	-3	.	73	-2	.	82
- O=C(O)c1ccc(CNCc2ccc(Cl)cc2Cl)cc1
  -0.4	4	-79	8	4	-2	95	-9	6	95
- CCCCNC(=O)c1ccc(Cn2c(=S)[nH]c3c([nH]c4ccc(OC)cc43)c2=O)cc1
  -1.4	.	-22	11	2	-7	74	5	-2	80
- CC1Cc2ccccc2N1C(=O)CSc1nnnn1Cc1ccccc1 (configuration not stated)
  -1.5	-24	-23	4	3	-1	89	6	3	105
- O=C(Cn1nnc2c(sc3nc4c(c(-c5ccccc5)c32)CCC4)c1=O)c1ccccc1
  -1.8	1	-32	16	0	3	79	15	-6	76
- COc1ccc2oc(=N)c(C(=O)Nc3ccccc3)cc2c1
  2.3	.	-61	14	2	2	64	-7	-18	57
- COc1ccc(OC)c(N2C(=O)C(Cl)=C(N3CCCCC3)C2=O)c1
  0.8	.	-35	40	1	0	98	9	0	96
- Cc1csc(NC(=O)CCc2nc3ccccc3s2)n1
  -3.2	20	-30	1	4	-1	91	13	-10	93
- Cn1c(C(=O)N2CCCCCC2)cc2c(=O)n(C)c3ccccc3c21
  -2.7	-12	-28	11	0	0	105	-1	-7	92
- COc1cccc2cc(-c3nnc(SCC(=O)Nc4cc(C(F)(F)F)ccc4Cl)n3N)oc12
  -2.3	-11	-61	11	13	-2	45	7	1	51
- CC(NS(=O)(=O)c1ccc(Br)cc1)C(N)=O (configuration not stated)
  0.0	-2	-35	4	-3	-2	88	0	-14	106
- Cc1ccc(S(=O)(=O)N2CCN(C3CC(=O)N(Cc4ccccc4)C3=O)CC2)cc1C (configuration not stated)
  -1.2	-6	-32	10	-2	.	83	1	-12	74
- Cc1cc(C)nc(SCC(=O)Nc2nc(-c3ccccc3)c(-c3ccccc3)o2)n1
  0.1	.	-20	6	13	-4	105	7	-2	92
- O=c1[nH]c(CSc2ncccn2)nc2c1cnn2-c1ccccc1
  -1.9	31	-27	5	2	2	99	3	-7	89
- CCCC(=O)NCCc1ccc(F)cc1
  2.4	-13	-8	13	1	1	102	6	-9	90
- CC(=O)c1cccc(NC(=O)NCc2cccnc2)c1
  -0.1	100*	-6	22	2	-1	104	-3	2	97
- Cc1cc(/C=N/NC(=O)C(=O)NCc2ccccn2)c(C)n1-c1ccccc1
  -2.0	.	8	12	2	.	89	12	2	94

Continuation.
Results follow in this order: MRP1 act	E-sel TNF inh	BB579 growth dn	Measles CPE	NPY-Y2 antag	Phagocyt inh	HCT116 PTEN-null	GALR2 antag	Yeast lifespan up	bCat KO growth
- S=c1[nH]nc(-c2ccccn2)n1/N=C/c1cccs1
  -1.9	.	-13	5	4	0	98	12	0	90
- CC(NC(=O)CSc1nc2ccccc2n1CCC#N)c1ccc(F)cc1 (configuration not stated)
  -1.2	-36	-27	12	1	-1	94	-3	-6	99
- COc1ccccc1CCC(=O)Nc1nc2ccccc2[nH]1
  -2.4	7	-24	6	2	0	8	7	-9	7
- Cc1ccc2nc(SCC(=O)Nc3ccc4c(c3)OCCO4)[nH]c2c1
  -0.8	-4	-40	11	7	-1	95	-3	-5	88
- Cn1c(COc2ccccc2)nnc1SCCC(=O)Nc1ccccc1
  0.7	1	-20	2	1	-2	102	-8	-5	95
- CCCn1nnnc1NCc1ccccc1OCc1ccc(F)cc1
  -1.9	8	-65	3	6	1	84	-14	-4	83
- CC(=O)C1=C(C)NC(C)=C(C(C)=O)C1c1ccc(-c2ccccc2Cl)o1
  -2.0	.	-17	1	0	-1	71	11	-11	61
- CC(C)NS(=O)(=O)c1ccc(OCC(=O)Nc2ccc(F)cc2F)cc1
  0.5	-6	-40	1	-1	0	.	4	49*	99
- COc1cccc(C(=O)NCCC2=CCCCC2)c1OC
  -1.3	-56	-28	18	5	-2	96	-10	3	94

Screening results from PubChem BioAssay.
